TIM10 inh: growth inhibitors of TIM10 yeast strain | S. cerevisiae TIM10 strain growth, BacTiter-Glo luminescence, 24 h | inhibition, % at 10 µM | AID 463195 | 1.4% of 330,000 active;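 active = inhibition of 40% or more at the single tested concentration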;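 also: wild-type TIM10 isogenic control strain grown at permissive 25 °C; 0% = DMSO yeast wells and 100% = minimal medium wells without yeast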
NLRP3 yeast inh: NALP3 inhibition in yeast; Yeast reconstituted NLRP3/ASC/caspase-1, beta-gal luminescence, 24 h; inhibition, % at 10 µM; 0.39% of 330,000 active;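 active = inhibition of 50% or more; inactive = inhibition below 50%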;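 also: plate controls were induced DMSO wells for no effect and uninduced yeast grown without galactose for full effect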
tim23-1 inh: inhibits growth of tim23-1 mutant yeast. inhibition, % at 20 µM. S. cerevisiae tim23-1 growth, BacTiter-Glo luminescence, 24 h. 1.3% of 330,000 active;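 active = growth inhibition of the mutant yeast at or above 50%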;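 also: temperature-sensitive mutant grown at 25 °C; plate controls were DMSO-treated mutant yeast for no effect and medium wells lacking yeast for full effect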
APJ ag: agonists of human APJ apelin receptor; 0.11% of 330,000 active; P35414; CHO-K1 APJ PathHunter beta-arrestin, luminescence; 0% DMSO wells, 100% apelin; activation, % at 20 µM;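 active = activation more than six SD over the plate average, tested at 20 µM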;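 also: 0% = DMSO alone and 100% = apelin-13 at 10 nM; some results filed as inactive read as strong as hits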
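Material: CHO-K1 APJ beta-arrestin complementation cell line; Input: cell density 1000 per well; Incubation: compound stimulation 90 min at 25 °C, detection 60 min; Signal: luminescence from split beta-galactosidase complementation, Galacton Star/Emerald II substrate; Controls: DMSO-only wells as negative, 10 nM Apelin-13 as positive control.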
Mdm2-MdmX inh: human Mdm2/MdmX binding inhibition | 3% of 330,000 active | AID 485346 | SaOS-2 split-luciferase Mdm2/MdmX complementation, luminescence | O15151+Q00987 | inhibition, % at 8 µM;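 active = inhibition of at least 50% at 8 µM in the primary screen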
Target sequence (O15151 whole entry, looked up): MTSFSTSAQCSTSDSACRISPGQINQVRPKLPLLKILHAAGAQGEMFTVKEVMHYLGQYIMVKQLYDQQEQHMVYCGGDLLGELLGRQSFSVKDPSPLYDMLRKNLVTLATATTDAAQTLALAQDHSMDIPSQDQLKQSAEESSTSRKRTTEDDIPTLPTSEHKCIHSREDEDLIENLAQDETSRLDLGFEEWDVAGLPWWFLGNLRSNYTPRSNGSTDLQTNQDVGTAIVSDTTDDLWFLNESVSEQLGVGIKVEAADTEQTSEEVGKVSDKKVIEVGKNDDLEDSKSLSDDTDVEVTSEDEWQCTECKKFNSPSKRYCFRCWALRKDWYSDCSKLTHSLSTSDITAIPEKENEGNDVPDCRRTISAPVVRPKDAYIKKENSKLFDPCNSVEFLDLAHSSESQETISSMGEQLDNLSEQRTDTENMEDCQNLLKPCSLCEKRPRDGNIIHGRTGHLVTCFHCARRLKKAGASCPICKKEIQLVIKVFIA
Target sequence (Q00987 whole entry, looked up): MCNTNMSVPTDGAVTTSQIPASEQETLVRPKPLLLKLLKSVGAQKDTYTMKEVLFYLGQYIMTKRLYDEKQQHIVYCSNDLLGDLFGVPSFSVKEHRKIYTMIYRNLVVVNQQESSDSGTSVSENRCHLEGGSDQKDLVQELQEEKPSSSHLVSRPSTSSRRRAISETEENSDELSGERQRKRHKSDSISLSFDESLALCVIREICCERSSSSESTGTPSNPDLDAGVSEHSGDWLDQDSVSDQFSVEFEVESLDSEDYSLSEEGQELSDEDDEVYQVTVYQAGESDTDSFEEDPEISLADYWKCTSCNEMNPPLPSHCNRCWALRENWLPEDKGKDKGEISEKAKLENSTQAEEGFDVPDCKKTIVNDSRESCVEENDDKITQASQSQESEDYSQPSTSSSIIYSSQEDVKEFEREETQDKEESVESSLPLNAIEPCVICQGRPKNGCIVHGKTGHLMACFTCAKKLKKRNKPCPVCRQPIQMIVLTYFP
GRIN3A LBD mod: modulates the human NR3A ligand-binding domain; NR3A LBD differential scanning fluorimetry, Tm shift; 0% = protein alone, 100% = glycine-bound protein; Tm shift relative to glycine control, % at 25 µM; 2.5% of 340,000 active;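 active = melting temperature shift of at least 10% of the positive control shift, at one fixed dose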
UPR CHOP act: apoptotic UPR (CHOP) activation; CHO-CHOP luciferase reporter, luminescence; percent of tunicamycin response over DMSO baseline; activation, % at 10 µM; 0.34% of 330,000 active; AID 449763;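 active = at 10 µM dose, activation of 40% or more, normalized to positive control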;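 also: 100% = tunicamycin at 10 µg/mL and 0% = DMSO alone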
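Assay system: CHO-CHOP cells, stable luciferase reporter of PERK-eIF2a-CHOP signalling / Buffer or medium: F12 plus 10% serum / Compound dosing: one dose, 10 µM in 0.5% DMSO / Times: 6 h compound treatment, 37 °C / Technique: luciferase luminescence / Read-out: % reporter activation, DMSO baseline versus tunicamycin full activation / Benchmarks: tunicamycin and DMSO controls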
UPR XBP1 act: activators of adaptive arm of unfolded protein response (XBP1); CHO-XBP1 luciferase reporter, IRE1-XBP1 UPR activation, luminescence; percent of tunicamycin response, DMSO as zero; 0.33% of 330,000 active; AID 463104; activation, % at 20 µM;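 active = versus positive control, 20 µM dose yields 30% or more activation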;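 also: 100% = tunicamycin at 10 µg/mL and 0% = DMSO only wells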
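Test system: CHO-XBP1 luciferase reporter cells | Buffer or medium: Serum-containing F12 medium, 10% FBS | Schedule: 6 h compound exposure at 37 °C, 5% CO2 | Detection: Steady-Glo luciferase glow luminescence, 10 min after reagent addition | Read-out basis: Activation, % of tunicamycin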
tim10-1 inh: inhibits growth of tim10-1 mutant yeast. S. cerevisiae tim10-1 ts strain growth, BacTiter-Glo, 24 h. 2.2% of 330,000 active. inhibition, % at 20 µM;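 active = inhibition of at least 40%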;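 also: mutant grown at 25 °C; 0% = DMSO wells with yeast and 100% = wells holding no yeast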
Starred values were filed as active, the others as inactive.

Results for C/C(=N\N=C1\NC(=O)CC(C(=O)O)S1)c1cccs1 (stereo not drawn) ?
TIM10 inh: -10; NLRP3 yeast inh: -3; tim23-1 inh: 2; APJ ag: -3; Mdm2-MdmX inh: 15; GRIN3A LBD mod: 0; UPR CHOP act: 2.5; UPR XBP1 act: -2; tim10-1 inh: -1

How did O=C(COC(=O)c1ccccc1O)Nc1ccc(S(=O)(=O)N2CCCCC2)cc1 do in these assays?
TIM10 inh: 16; NLRP3 yeast inh: 12; tim23-1 inh: 27; APJ ag: -6; Mdm2-MdmX inh: -19; GRIN3A LBD mod: 0; UPR CHOP act: 0.9; UPR XBP1 act: -1; tim10-1 inh: 30

Results for Cc1ccccc1NS(=O)(=O)c1cc(C(=O)NCc2ccncc2)ccc1Cl ?
TIM10 inh: -3; NLRP3 yeast inh: 9; tim23-1 inh: 5; APJ ag: 0; Mdm2-MdmX inh: 8; GRIN3A LBD mod: 1; UPR CHOP act: -2.4; UPR XBP1 act: -6; tim10-1 inh: -10

Results for CC(=O)OC[C@H]1O[C@@H](n2ncc(=O)[nH]c2=O)[C@H](OC(C)=O)[C@@H]1OC(C)=O ?
TIM10 inh: 14; NLRP3 yeast inh: -3; tim23-1 inh: -6; APJ ag: -3; Mdm2-MdmX inh: 80*; GRIN3A LBD mod: 2; UPR CHOP act: 1.0; UPR XBP1 act: -10; tim10-1 inh: -16

Results for COCCCNS(=O)(=O)c1ccc2c(c1)OCCO2 ?
TIM10 inh: -3; NLRP3 yeast inh: 2; tim23-1 inh: -4; APJ ag: 4; Mdm2-MdmX inh: -10; GRIN3A LBD mod: -3; UPR CHOP act: 1.2; UPR XBP1 act: 2; tim10-1 inh: 11

How did CCN(C[C@H]1N[C@@](CC)(C(=O)OC)[C@H]2C(=O)N(Cc3ccccc3)C(=O)[C@@H]12)S(=O)(=O)c1ccc(-c2ccccc2)cc1 do in these assays?
TIM10 inh: 7; NLRP3 yeast inh: -1; tim23-1 inh: 16; APJ ag: 1; Mdm2-MdmX inh: 80*; GRIN3A LBD mod: 1; UPR CHOP act: 2.2; UPR XBP1 act: -3; tim10-1 inh: 8

What do the screens show for `COc1ccc(-c2noc(COc3ccc(C)c(C)c3)n2)cc1OC`?
TIM10 inh: 5; NLRP3 yeast inh: 19; tim23-1 inh: 6; APJ ag: 0; Mdm2-MdmX inh: -3; GRIN3A LBD mod: -2; UPR CHOP act: 2.9; UPR XBP1 act: 1; tim10-1 inh: -22

What do the screens show for `CCOC(=O)C1=C(C)OC(N)=C(C#N)C1c1ccc(C)s1` (stereo not drawn)?
TIM10 inh: -18; NLRP3 yeast inh: 19; tim23-1 inh: 8; APJ ag: -2; Mdm2-MdmX inh: 15; GRIN3A LBD mod: -2; UPR CHOP act: -1.5; UPR XBP1 act: 0; tim10-1 inh: -1

Results for Cc1nn(CCCC(=O)NCc2ccccc2Cl)c(=O)c2nccn12 ?
TIM10 inh: 0; NLRP3 yeast inh: 4; tim23-1 inh: 5; APJ ag: -3; Mdm2-MdmX inh: 6; GRIN3A LBD mod: 5; UPR CHOP act: 9.2; UPR XBP1 act: -1; tim10-1 inh: 0

Results for FC(F)(F)c1ccc(Cl)c(NC2=NCCCCC2)c1 ?
TIM10 inh: 3; NLRP3 yeast inh: 0; tim23-1 inh: -7; APJ ag: 0; Mdm2-MdmX inh: -11; GRIN3A LBD mod: -1; UPR CHOP act: 1.2; UPR XBP1 act: 3; tim10-1 inh: 2

How did CS(=O)(=O)N1CCN(C(=O)CCc2ccccc2)CC1 do in these assays?
TIM10 inh: 2; NLRP3 yeast inh: 5; tim23-1 inh: 2; APJ ag: -1; Mdm2-MdmX inh: 12; GRIN3A LBD mod: 0; UPR CHOP act: 0.5; UPR XBP1 act: -3; tim10-1 inh: -9

Results for COc1cccc(C(=O)N2C(C(=O)O)CSC2c2ccccc2Cl)c1 (stereo not drawn) ?
TIM10 inh: 7; NLRP3 yeast inh: 2; tim23-1 inh: 6; APJ ag: -1; Mdm2-MdmX inh: 22; GRIN3A LBD mod: -1; UPR CHOP act: 2.5; UPR XBP1 act: -1; tim10-1 inh: 13

What do the screens show for `COc1cc(/C=N/NC(=O)c2cc(C34CC5CC(CC(C5)C3)C4)[nH]n2)ccc1O`?
TIM10 inh: 13; NLRP3 yeast inh: -5; tim23-1 inh: 15; APJ ag: 4; Mdm2-MdmX inh: 19; GRIN3A LBD mod: -1; UPR CHOP act: 1.7; UPR XBP1 act: 2; tim10-1 inh: 10

How did O=C(COC(=O)CCN1C(=O)C2CC=CCC2C1=O)Nc1ccc([N+](=O)[O-])cc1 (stereo not drawn) do in these assays?
TIM10 inh: 1; NLRP3 yeast inh: 9; tim23-1 inh: 3; APJ ag: -3; Mdm2-MdmX inh: 4; GRIN3A LBD mod: -2; UPR CHOP act: 1.5; UPR XBP1 act: 0; tim10-1 inh: -5

How did CCOC(=O)COc1c(/C=N\OC)cc(Cl)cc1OC do in these assays?
TIM10 inh: -8; NLRP3 yeast inh: 6; tim23-1 inh: 3; APJ ag: -5; Mdm2-MdmX inh: 9; GRIN3A LBD mod: -4; UPR CHOP act: -0.7; UPR XBP1 act: 1; tim10-1 inh: 19

How did CCOC(=O)c1cc(C#N)c(N2CCNCC2)nc1C(F)(F)F do in these assays?
TIM10 inh: 9; NLRP3 yeast inh: 10; tim23-1 inh: 2; APJ ag: -1; Mdm2-MdmX inh: -25; GRIN3A LBD mod: -2; UPR CHOP act: 0.8; UPR XBP1 act: -3; tim10-1 inh: 11

What do the screens show for `COC(=O)[C@@H](NC(=O)NC1CCN(Cc2ccccc2)CC1)C(C)C`?
TIM10 inh: 5; NLRP3 yeast inh: -11; tim23-1 inh: 3; APJ ag: -1; Mdm2-MdmX inh: 4; GRIN3A LBD mod: 1; UPR CHOP act: -0.1; UPR XBP1 act: -3; tim10-1 inh: -6

How did CSc1ncc(C(=O)Nc2ccc(C)cc2C)c(C)n1 do in these assays?
TIM10 inh: -13; NLRP3 yeast inh: 16; tim23-1 inh: 8; APJ ag: 0; Mdm2-MdmX inh: 3; GRIN3A LBD mod: 3; UPR CHOP act: 0.4; UPR XBP1 act: 1; tim10-1 inh: 16

What do the screens show for `COc1ccc(/C=C(/NC(=O)c2ccccc2)C(=O)N2CCCC2)cc1OC`?
TIM10 inh: -3; NLRP3 yeast inh: 13; tim23-1 inh: 17; APJ ag: 3; Mdm2-MdmX inh: 11; GRIN3A LBD mod: 2; UPR CHOP act: 0.8; UPR XBP1 act: 0; tim10-1 inh: 12

Results for O=C(C1CCCO1)N1CCN(c2ccccn2)CC1 (stereo not drawn) ?
TIM10 inh: 1; NLRP3 yeast inh: 7; tim23-1 inh: 6; APJ ag: 7; Mdm2-MdmX inh: -10; GRIN3A LBD mod: 0; UPR CHOP act: 2.6; UPR XBP1 act: -1; tim10-1 inh: -1

What do the screens show for `CCOc1ccc2nc(N(CCN(C)C)C(=O)c3ccc4c(c3)CCCC4)sc2c1`?
TIM10 inh: 25; NLRP3 yeast inh: 26; tim23-1 inh: 22; APJ ag: 8; Mdm2-MdmX inh: -1; GRIN3A LBD mod: 4; UPR CHOP act: 2.4; UPR XBP1 act: -4; tim10-1 inh: 26

Results for Cc1ccc(S(=O)(=O)Nc2ccc(NC(=O)c3cccs3)cc2)cc1 ?
TIM10 inh: -2; NLRP3 yeast inh: 5; tim23-1 inh: -5; APJ ag: -1; Mdm2-MdmX inh: 1; GRIN3A LBD mod: 18*; UPR CHOP act: -0.8; UPR XBP1 act: -2; tim10-1 inh: 12

What do the screens show for `CC1CCc2cc(F)ccc2N1C(=O)CCC(=O)O` (stereo not drawn)?
TIM10 inh: -8; NLRP3 yeast inh: 18; tim23-1 inh: 11; APJ ag: -1; Mdm2-MdmX inh: -14; GRIN3A LBD mod: 0; UPR CHOP act: -2.1; UPR XBP1 act: -1; tim10-1 inh: 6

Results for O=C(c1ccco1)c1n[nH]nc1-c1ccccc1 ?
TIM10 inh: -7; NLRP3 yeast inh: 2; tim23-1 inh: 14; APJ ag: 3; Mdm2-MdmX inh: 6; GRIN3A LBD mod: 2; UPR CHOP act: -0.2; UPR XBP1 act: 0; tim10-1 inh: 17

Results for COc1ccccc1CC1(C)NC(=O)N(CC(=O)N2CCc3ccccc3C2)C1=O (stereo not drawn) ?
TIM10 inh: 11; NLRP3 yeast inh: -4; tim23-1 inh: 6; APJ ag: -2; Mdm2-MdmX inh: 11; GRIN3A LBD mod: 1; UPR CHOP act: 1.4; UPR XBP1 act: -1; tim10-1 inh: 25

How did CCOc1ccc(-c2c(C(=O)N/N=C(\C)c3ccncc3)nnn2-c2nonc2N)cc1 do in these assays?
TIM10 inh: 3; NLRP3 yeast inh: -18; tim23-1 inh: -15; APJ ag: -5; Mdm2-MdmX inh: 13; GRIN3A LBD mod: 7; UPR CHOP act: 0.0; UPR XBP1 act: -2; tim10-1 inh: -3

What do the screens show for `Cc1cccc(-n2ncc3c(=O)[nH]c(SCC(=O)Nc4cc(C)on4)nc32)c1`?
TIM10 inh: -12; NLRP3 yeast inh: 3; tim23-1 inh: -8; APJ ag: -6; Mdm2-MdmX inh: 16; GRIN3A LBD mod: -1; UPR CHOP act: -1.6; UPR XBP1 act: -2; tim10-1 inh: -11

Entries from the list above that have an aryl thioether with sulfur outside any ring (two):
How did CSc1ncc(C(=O)Nc2ccc(C)cc2C)c(C)n1 do in these assays?
TIM10 inh: -13; NLRP3 yeast inh: 16; tim23-1 inh: 8; APJ ag: 0; Mdm2-MdmX inh: 3; GRIN3A LBD mod: 3; UPR CHOP act: 0.4; UPR XBP1 act: 1; tim10-1 inh: 16

What do the screens show for `Cc1cccc(-n2ncc3c(=O)[nH]c(SCC(=O)Nc4cc(C)on4)nc32)c1`?
TIM10 inh: -12; NLRP3 yeast inh: 3; tim23-1 inh: -8; APJ ag: -6; Mdm2-MdmX inh: 16; GRIN3A LBD mod: -1; UPR CHOP act: -1.6; UPR XBP1 act: -2; tim10-1 inh: -11

Assay outcomes (PubChem BioAssay)
